KOR beta-arrestin-1: kappa opioid receptor blockers – cell-based, luminescence, uHTS (AID 1778). actives 0.091% (n = 290,000). KOR beta-arrestin recruitment, luminescence, antagonist mode; higher % means a stronger effect. inhibition, % at 10 µM; hits with a dose series show IC50 in µM; in the data active = inhibition above about 50%; note: strong numbers were not always called active
GPR35 antagonists: GPR35 antagonists blocking zaprinast-driven arrestin recruitment, primary screen, imaging, U2OS, beta-arrestin-GFP, zaprinast agonist (AID 2058). actives 0.052% (n = 290,000). U2OS GPR35 beta-arrestin-GFP translocation imaging, zaprinast antagonism; higher % means a stronger effect. one-dose inhibition, % at 10 µM; IC50 in µM for titrated hits;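 active = inhibition of at least 50% with at least 30 cells and total cytoplasm GFP at most 10,000,000; inconclusive = under 30 cells or total GFP of 10,000,000 plus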
GPR55 beta-arrestin: selective activators of receptor GPR55 – imaging, U2OS cells, beta-arrestin-GFP redistribution, primary screen (AID 1961); U2OS GPR55 beta-arrestin-GFP redistribution imaging; higher % means a stronger effect; activation, % at 10 µM; hits with a dose series show EC50 in µM; actives 0.048% (n = 290,000);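 active = activation above 40% with more than 50 cells counted in the well; inconclusive = wells holding fewer than 50 cells, flagged as toxic or sparse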;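 note: U2OS osteosarcoma cells stably expressing GPR55 and beta-arrestin-GFP; plate controls were DMSO negative control for no effect and LPI positive control for full effect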
NOD1 NF-kB reporter: inhibition of NOD1-driven NF-kB reporter – cell-based, luminescence, uHTS, primary screen (AID 1578); NOD1-driven NF-kB luciferase reporter cells, luminescence; higher % means a stronger effect; inhibition, % at 4 µM; hits with a dose series show EC50 in µM; actives 1% (n = 290,000); in the data active = inhibition mostly above about 36%, no sharp cut-off; inactive = mostly below about 34%;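 note: HEK-293T reporter cells stimulated with the NOD1 agonist gamma-tri-DAP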
GPR55 LPI antagonism: inhibition of LPI-stimulated GPR55 beta-arrestin translocation – imaging, U2OS, beta-arrestin-GFP, LPI agonist, primary screen (AID 2013); U2OS GPR55 beta-arrestin-GFP translocation imaging, LPI antagonism; higher % means a stronger effect; actives 0.13% (n = 290,000); inhibition, % at 10 µM, or IC50 in µM where a hit was titrated;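 active = spots per cell inhibited over 60%, with over 100 cells counted and total cytoplasm intensity under 500,000; inconclusive = wells with under 100 cells, flagged as likely toxic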;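 note: U2OS cells stably carrying GPR55 and arrestin-GFP stimulated by 5 µM LPI near EC80; imaged beta-arrestin-GFP aggregate spots per cell after agonist stimulation; plate controls were LPI-stimulated DMSO wells for no effect and DMSO wells without LPI for full effect; some results filed as inactive read as strong as hits; confirmed hits need IC50 under 10 µM and bright autofluorescent wells are also inconclusive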
AID2073: disruptors of CaV2.2 binding to Mint1 – biochemical, HTRF (AID 2073). HTRF protein-protein interaction, Mint1-CaV2.2; higher % means a stronger effect. inhibition, % at 20 µM; hits with a dose series show IC50 in µM. actives 0.19% (n = 290,000); in the data active = inhibition mostly above about 51%, no sharp cut-off; inconclusive = no clear call, values can overlap the other calls; inactive = mostly below about 53%; note: some results filed as inactive read as strong as hits
KOR beta-arrestin-2: kappa opioid receptor activators – cell-based, luminescence, uHTS, primary screen (AID 1777) | actives 0.02% (n = 280,000) | KOR beta-arrestin recruitment, luminescence; higher % means a stronger effect | one-dose activation, % at 10 µM; EC50 in µM for titrated hits; in the data active = activation above about 50%, passing the limit was not always enough; note: a part of the inactive calls stands beside numbers as strong as those of hits
Siah-1 displacement: blockers of Siah-1 interaction with plectin peptide – biochemical, fluorescence polarization, rhodamine-plectin, uHTS, primary screen (AID 1817). Siah-1 / rhodamine-plectin peptide fluorescence polarization; higher % means a stronger effect. displacement, % at 20 µM; hits with a dose series show IC50 in µM. actives 0.02% (n = 290,000);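 active = displacement of at least 50% at 20 µM, with a fluorescence ratio check between 0.3 and a set limit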;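 note: plate controls were Siah plus tracer with DMSO for no effect and tracer alone without Siah for full effect; strong numbers were not always called active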
HIV fusion peptide: cell-free HIV fusion peptide-binding blockers – biochemical, uHTS, fluorescence dequenching, primary screen (AID 1986); cell-free peptide binding, fluorescence dequenching, 30 min; higher % means a stronger effect; inhibition, % at 20 µM, or IC50 in µM where a hit was titrated; actives 0.3% (n = 290,000); in the data active = inhibition mostly above about 52%, no sharp cut-off; inactive = mostly below about 76%; note: some results filed as inactive read as strong as hits
The depositor's hits bear a star; ? = inconclusive; . = no result given; [ ] = remark or other dose. These rows are one share of the data; rates above refer to the full screens.

SMILES	KOR beta-arrestin-1	GPR35 antagonists	GPR55 beta-arrestin	NOD1 NF-kB reporter	GPR55 LPI antagonism	AID2073	KOR beta-arrestin-2	Siah-1 displacement	HIV fusion peptide
CN1CCN(Cc2nc3cc(NC(=O)COc4ccc([N+](=O)[O-])cc4)ccc3n2C)CC1	-23%	-6%	-0.1%	-8%	32%	-1%	-5.4%	-3%	-0.5%
CCCCOc1ccc(-c2nnc(-c3cc[n+](C)cc3)o2)cc1	-20%[20 µM]	32%	-0.1%	2%	7%	18%	.	0%	-1.0%
C#CC(C)(C)NC(=O)c1ccc(-c2ccccc2F)cc1	-8%	7%	-0.2%	5%	7%	-2%	4.0%	15%	-1.0%
CCOc1ccccc1CNC(=O)c1ccc2nc(N3CCOCC3)sc2c1	-9%[20 µM]	-2%	0.7%	-19%	-5%	0%	-3.2%	6%	0.7%
Cc1cc(C)n(C(=O)CNC(=O)c2cccs2)n1	-3%	9%	0.3%	-10%	6%	0%	3.1%	-3%	0.9%
Cc1c(O)c(CN2CCCCC2)cc2c1oc(=O)c1ccccc12	4%	8%	0.3%	17%	3%	8%	3.4%	0%	-1.6%
C=C(C)CSc1nc2sc3c(c2c(=O)n1-c1ccc(C)cc1)CCN(C)C3	-15%	8%	1.9%	2%	-6%	5%	5.0%	-1%	3.0%
O=C(Cc1ccccc1)Nc1ccc(NC(=O)c2cccc(Cl)c2)cc1	-2%	0%	-0.1%	-28%	10%	24%	-2.3%	13%	2.8%
CCc1cccc(OCC(=O)Nc2cc(S(=O)(=O)N3CCOCC3)ccc2N2CCCC2)c1	-1%	-10%	4µM*	-19%	16%	15%	0.3%	2%	0.1%
Cc1cc(C)cc(NC(=S)N(CCN(C)C)C(C)c2cccnc2)c1 (configuration not stated)	-11%	-7%	-0.4%	-1%	12%	1%	-2.5%	0%	-0.3%
O=C(COc1ccc(CO)cc1Cl)Nc1ccc(F)cc1	-16%	-6%	-0.2%	38%	2%	2%	-8.9%	-3%	-2.3%
O=c1c2ccccc2nc(-c2cccc(Cl)c2)n1O	3%	3%	0.2%	3%	5%	8%	-3.4%	2%	2.2%
O=[N+]([O-])c1cccc(/C=C/c2nc[nH]c2[N+](=O)[O-])c1	34%	20%	-0.1%	-10%	-14%	1%	-1.6%	2%	-1.7%
Cn1c(CNS(=O)(=O)c2ccc(Cl)cc2)n[nH]c1=S	-8%	13%	-0.1%	7%	17%	-24%	1.3%	5%	-1.1%
COC(=O)[C@@H](NC(=O)Nc1ccc(S(N)(=O)=O)cc1)C(C)C	-29%	1%	-0.2%	37%	3%	14%	-0.2%	-10%	-4.3%
O=C(NCc1cccnc1)c1ccc(COc2ccc3c(c2)CCC3)o1	-35%	-8%	-0.1%	55%	-10%	6%	-1.1%	-3%	-1.4%
Clc1cc(Cl)c(OCCCCn2cncn2)c(Cl)c1	-23%[20 µM]	-2%	-0.4%	-16%	8%	7%	2.8%	3%	1.9%
Cc1ccc(-c2nn(-c3ccccc3)cc2/C=N/O)cc1	42%	0%	-0.1%	10%	10%	?	0.3%	-4%	-2.5%
O=C(c1cc2ccccc2o1)c1nc2c(n1O)CCCCC2	5%	-6%	0.0%	-28%	10%	11%	0.5%	-2%	0.8%
Cc1cccc(NC(=O)CSc2nc3ccccc3o2)c1	-42%	-4%	-0.3%	-40%	-8%	0%	-0.4%	-5%	-1.4%
O=C(Oc1ccccc1)N1CCOCC1	8%	-6%	-0.2%	-22%	-2%	9%	0.3%	6%	0.7%
COc1ccc(-c2noc3c2-c2nc(-c4cccc(C)c4)sc2CC3)cc1	-63%[20 µM]	4%	-0.2%	-10%	9%	5%	-2.9%	0%	-0.8%
CCOc1ccccc1/C=C(/C#N)C(N)=O	32%	1%	-0.1%	3%	13%	9%	4.4%	-6%	-1.6%
Cc1n[nH]c(=O)nc1N1CCN(c2ccccc2)CC1	-16%	-5%	0.0%	-18%	-6%	5%	-0.1%	-3%	1.7%
CCOC(=O)/C(C#N)=C1/SC(CC)C(=O)N1c1ccc(Br)cc1 (configuration not stated)	-49%	4%	0.3%	-37%	8%	-11%	2.1%	3%	6.7%
CC1CCN(C(=O)CCc2ccc(S(=O)(=O)NC(C)C)cc2)CC1	-5%	1%	-0.1%	-3%	-1%	28%	-3.7%	1%	30%
CCC(C)Sc1nnc(CNS(=O)(=O)c2ccc(F)cc2)n1C (configuration not stated)	-3%	-8%	-0.1%	-17%	16%	-2%	-0.1%	2%	-0.9%
CCCCn1c(=O)c(CCC(=O)OCC(=O)Nc2cc(Cl)ccc2OC)nc2ccccc21	-10%	5%	-0.1%	-14%	-6%	-3%	17%	0%	1.6%
Cc1cc(C(=O)CSc2nnnn2-c2ccc(O)cc2)c(C)n1Cc1ccc2c(c1)OCO2	3%	-10%	-0.1%	.	15%	-6%	0.8%	0%	13%
O=C(CCNS(=O)(=O)c1ccc(Br)cc1)NCCc1ccc(Cl)cc1	28%	7%	0.3%	-14%	-3%	5%	-0.5%	6%	1.4%
COc1ccc(C(=O)N/N=C/c2ccccn2)cc1OC	-42%	-10%	0.6%	-16%	-11%	4%	-3.2%	0%	1.6%
CC(C1CC1)N(Cc1ccccc1)C(=S)Nc1ccccc1 (configuration not stated)	12%	2%	-0.3%	1%	11%	-20%	-2.4%	-10%	-1.7%
C=CCOc1ccc(C(c2c(C(=O)O)[nH]c3ccccc23)c2c(C(=O)O)[nH]c3ccccc23)cc1	-38%	6%	0.0%	-2%	15%	28%	-5.1%	0%	5µM*
COc1ccccc1CN(CC(=O)NCc1ccco1)C(=O)CNS(=O)(=O)c1ccccc1	23%	-20%	0.2%	-32%	-3%	2%	-5.5%	6%	-1.8%
CCN(CC)CCSc1nc2ccccc2n1Cc1ccccc1	26%	6%	-0.2%	57%	-16%	4%	-0.6%	0%	-1.7%
Cc1ccc(OCCCN2C(=O)C(=O)c3cc(C)ccc32)cc1	-153%	-1%	-0.1%	-9%	5%	-1%	2.0%	0%	-0.2%
CCN(CC)C(=O)COc1ccc(/C(C)=N/NC(=O)c2ccccc2O)cc1	-15%	-1%	0.1%	-24%	8%	-7%	-2.5%	-1%	1.8%
CCOc1ccc(N=Nc2c(=O)[nH]n3c(C)cc(C)nc23)cc1	12%	-2%	0.0%	-4%	-3%	-8%	4.9%	-4%	0.5%
Cn1cc(S(=O)(=O)Oc2ccccc2)c(=O)n(C)c1=O	-16%	0%	2.4%	-44%	-10%	?	-1.6%	6%	2.2%
CC(CNS(=O)(=O)c1ccc2c(c1)CC(=O)N2C)c1ccccc1 (configuration not stated)	-17%	-9%	-0.1%	-9%	12%	2%	-1.6%	2%	-0.6%

Copied from the entries so far for reference:
SMILES	KOR beta-arrestin-1	GPR35 antagonists	GPR55 beta-arrestin	NOD1 NF-kB reporter	GPR55 LPI antagonism	AID2073	KOR beta-arrestin-2	Siah-1 displacement	HIV fusion peptide
O=C(CCNS(=O)(=O)c1ccc(Br)cc1)NCCc1ccc(Cl)cc1	28%	7%	0.3%	-14%	-3%	5%	-0.5%	6%	1.4%
COc1ccc(C(=O)N/N=C/c2ccccn2)cc1OC	-42%	-10%	0.6%	-16%	-11%	4%	-3.2%	0%	1.6%
CC(C1CC1)N(Cc1ccccc1)C(=S)Nc1ccccc1 (configuration not stated)	12%	2%	-0.3%	1%	11%	-20%	-2.4%	-10%	-1.7%
C=CCOc1ccc(C(c2c(C(=O)O)[nH]c3ccccc23)c2c(C(=O)O)[nH]c3ccccc23)cc1	-38%	6%	0.0%	-2%	15%	28%	-5.1%	0%	5µM*
COc1ccccc1CN(CC(=O)NCc1ccco1)C(=O)CNS(=O)(=O)c1ccccc1	23%	-20%	0.2%	-32%	-3%	2%	-5.5%	6%	-1.8%
CCN(CC)CCSc1nc2ccccc2n1Cc1ccccc1	26%	6%	-0.2%	57%	-16%	4%	-0.6%	0%	-1.7%
Cc1ccc(OCCCN2C(=O)C(=O)c3cc(C)ccc32)cc1	-153%	-1%	-0.1%	-9%	5%	-1%	2.0%	0%	-0.2%
CCN(CC)C(=O)COc1ccc(/C(C)=N/NC(=O)c2ccccc2O)cc1	-15%	-1%	0.1%	-24%	8%	-7%	-2.5%	-1%	1.8%
CCOc1ccc(N=Nc2c(=O)[nH]n3c(C)cc(C)nc23)cc1	12%	-2%	0.0%	-4%	-3%	-8%	4.9%	-4%	0.5%
Cn1cc(S(=O)(=O)Oc2ccccc2)c(=O)n(C)c1=O	-16%	0%	2.4%	-44%	-10%	?	-1.6%	6%	2.2%
CC(CNS(=O)(=O)c1ccc2c(c1)CC(=O)N2C)c1ccccc1 (configuration not stated)	-17%	-9%	-0.1%	-9%	12%	2%	-1.6%	2%	-0.6%

(cont.)
SMILES	KOR beta-arrestin-1	GPR35 antagonists	GPR55 beta-arrestin	NOD1 NF-kB reporter	GPR55 LPI antagonism	AID2073	KOR beta-arrestin-2	Siah-1 displacement	HIV fusion peptide
COc1ccc(OC)c2[nH]c(=O)c(CCNC(=O)C(=O)c3c[nH]c4ccccc34)cc12	-1%	-18%	0.2%	12%	21%	-7%	-6.0%	15%	-2.4%
Cc1cc(NC(=O)c2cc(-c3ccccc3)on2)no1	-41%	5%	-0.1%	-84%	-6%	15%	0.4%	2%	-0.8%
CCOC(=O)N1CCN(C(=O)c2ccc(-n3c(=S)[nH]c4ccccc4c3=O)cc2)CC1	2%	-4%	-0.3%	-18%	4%	-16%	5.9%	7%	2.3%
CCOc1ccccc1NC(=O)Cn1c(=O)c(OCC)nc2cnccc21	-11%	6%	-0.2%	-19%	19%	3%	1.5%	0%	1.7%
COC(=O)C(CCSC)NC(=O)/C=C/c1ccc(OC)cc1 (configuration not stated)	12%	2%	-0.2%	-33%	1%	-4%	-2.8%	2%	1.1%
COc1ccc(S(=O)(=O)NC2CCSc3ccccc32)cc1NC(C)=O (configuration not stated)	-10%	3%	0.0%	-23%	3%	9%	-0.3%	-1%	-1.5%
O=C(Cc1ccccc1)NN1C(=O)c2ccccc2C1=O	-59%[20 µM]	-1%	0.2%	-3%	-9%	7%	.	0%	-0.2%
Cc1ccc(C)c(S(=O)(=O)NCCCc2ccccc2)c1	11%	-2%	-0.1%	6%	-8%	6%	-3.6%	2%	1.3%
Oc1cc2c(cc1CN1CCN(c3cccc(C(F)(F)F)c3)CC1)CCC2	-19%	-4%	-0.1%	20%	4%	-7%	1.4%	9%	-0.3%

Screens deposited in PubChem by Sanford-Burnham Center for Chemical Genomics.
